# NR3A LBD binder – modulates the human NR3A ligand-binding domain. actives 2.5% (n = 340,000). AID 1259313. Tm shift relative to glycine control, % at 25 µM. NR3A LBD differential scanning fluorimetry, Tm shift; 0% = protein alone, 100% = glycine-bound protein;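 active = melting temperature shift of at least 10% of the positive control shift, at one fixed dose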
# hIAP activ – increases human intestinal alkaline phosphatase activity | AID 2524 | actives 0.16% (n = 330,000) | activation factor at 10 µM | purified human IAP, CDP-Star luminescence, 30 min; stronger effect = higher value; 1 = vehicle-only enzyme, 0 = enzyme-free background;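 active = activation factor of the enzyme at least 2-fold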; also: the source names both 10 and 20 µM as test concentration; values of inactives mirror those of a sister screen read the other way
# MPTP block – blocks calcium-induced mitochondrial swelling; actives 1.4% (n = 360,000); isolated mouse mitochondria, Ca2+ swelling absorbance, 30 min; inhibition, % at 10 µM;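 active = inhibition of 50% or more, scaled per plate between neutral and stimulator controls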;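 also: 0% = DMSO wells given calcium and 100% = 1 mM EGTA wells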
# PfGluPho inh – PfG6PD (Plasmodium falciparum) enzyme inhibition; PfGluPho enzyme, NADPH resazurin-diaphorase fluorescence; inhibition, % at 20 µM; actives 0.78% (n = 350,000); AID 504690;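 active = inhibition reaching at least a set limit at 20 µM in the primary screen, cut at about 59% in these data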;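 also: 0% = DMSO wells with substrate and 100% = DMSO wells lacking glucose-6-phosphate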
# SENP8 inh – SENP8 (human) protease inhibition; Q96LD8; recombinant SENP8, Nedd8 substrate fluorescence; inhibition, % at 20 µM; actives 0.64% (n = 360,000); AID 602440; in the data active = inhibition mostly above about 40%, no sharp cut-off; inactive = mostly below about 27%
# Target sequence (Q96LD8 whole entry, looked up): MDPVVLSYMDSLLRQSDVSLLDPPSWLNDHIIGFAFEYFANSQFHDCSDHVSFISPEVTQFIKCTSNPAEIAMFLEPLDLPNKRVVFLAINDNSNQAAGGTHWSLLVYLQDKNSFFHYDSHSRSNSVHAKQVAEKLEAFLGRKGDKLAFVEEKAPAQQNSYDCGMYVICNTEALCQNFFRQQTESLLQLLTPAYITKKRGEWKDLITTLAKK
# ATG4B inh – ATG4B (human) cysteine protease inhibition; ATG4B cleavage of LC3-PLA2, NBD-HPC fluorescence, 1 h; inhibition, % at 8.33 µM; actives 0.51% (n = 340,000); AID 504462; in the data active = inhibition above about 40%
# SENP1 FRET inh – inhibitors of human SENP1 SUMO protease catalytic domain. recombinant SENP1 catalytic domain, CyPet-SUMO1-YPet FRET cleavage. inhibition, % at 10 µM. actives 0.21% (n = 360,000). Q9P0U3;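 active = inhibition at least 30% at 10 µM, raw YFP signal under a set limit, fluorescence ratio 0.5 to 1.5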;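 also: 0% = enzyme with DMSO and 100% = no enzyme wells; some results filed as inactive read as strong as hits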
# Target sequence (Q9P0U3 419-644 limits assumed): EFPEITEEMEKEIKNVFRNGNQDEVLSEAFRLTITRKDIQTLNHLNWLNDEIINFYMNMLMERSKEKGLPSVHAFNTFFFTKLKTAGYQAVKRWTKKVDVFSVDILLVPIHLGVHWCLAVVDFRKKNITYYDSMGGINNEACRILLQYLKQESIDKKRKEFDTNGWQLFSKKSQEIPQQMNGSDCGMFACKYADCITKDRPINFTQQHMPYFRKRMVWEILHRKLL
#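 Test system: hSENP1 catalytic domain, recombinant; Amount: 20 pM final SENP1 enzyme; Medium: Tris pH 8 buffer plus EDTA, NaCl, BME, BSA, NP40, catalase; Schedule: 50 min enzyme reaction, room temperature, light-protected; Technique: FRET fluorescence in CFP and YFP emission channels; Controls: no-enzyme wells low, DMSO-plus-enzyme wells high control.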
# SENP6 inh – SENP6 protease inhibition | actives 1.8% (n = 330,000) | Recombinant SENP6 catalytic domain, aminoluciferin luminescence | inhibition, % at 10 µM | Q9GZR1;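 active = inhibition above about 50% at the single tested dose, limit read from the data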;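 also: plate controls were DMSO wells with enzyme for no effect and DMSO wells lacking enzyme for full effect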
# Target sequence (Q9GZR1 628-1112 limits assumed): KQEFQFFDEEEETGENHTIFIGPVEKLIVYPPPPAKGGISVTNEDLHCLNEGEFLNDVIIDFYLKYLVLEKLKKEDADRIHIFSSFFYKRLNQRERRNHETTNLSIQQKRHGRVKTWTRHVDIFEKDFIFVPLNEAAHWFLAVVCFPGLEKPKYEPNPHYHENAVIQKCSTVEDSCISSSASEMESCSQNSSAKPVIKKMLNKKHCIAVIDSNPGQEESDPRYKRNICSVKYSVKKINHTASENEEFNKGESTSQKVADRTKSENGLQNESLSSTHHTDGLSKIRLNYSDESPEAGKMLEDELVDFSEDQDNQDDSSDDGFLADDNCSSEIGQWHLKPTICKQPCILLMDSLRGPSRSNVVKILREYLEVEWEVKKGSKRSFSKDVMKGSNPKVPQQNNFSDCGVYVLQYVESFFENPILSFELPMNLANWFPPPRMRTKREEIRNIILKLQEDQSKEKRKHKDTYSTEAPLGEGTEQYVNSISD
# * marks the source's active call; other numbers are inactive results; nt = no result given.
SMILES,NR3A LBD binder,hIAP activ,MPTP block,PfGluPho inh,SENP8 inh,ATG4B inh,SENP1 FRET inh,SENP6 inh
CC(=O)Nc1ccc(NC(=O)COc2cc(C)cc3oc(=O)cc(C)c23)cc1,0,1.2,1.2,8,-31,-4,0,5
O=c1cc2c(nn1Cc1ccccc1Cl)-c1ccccc1CC2,-1,0.88,-0.5,-4,-43,-8,-10,8
CC(C)(O)C#Cc1ccc(CN2CCN(Cc3ccsc3)C(CCO)C2)s1 (configuration not stated),-1,0.96,9.6,7,11,-12,0,-4
Cc1cc(C)nc(N2CCCC(C(=O)NCc3cccc(C(F)(F)F)c3)C2)n1 (configuration not stated),-1,1.2,0.3,-8,-15,-7,0,1
CC/C(=N\NC(=O)c1csc(C)c1C)c1cccs1,2,1.1,-1.0,19,18,-4,1,-4
CN[C@H]1C[C@H]2c3[nH]c4ccccc4c3CCN2C(=O)[C@H]1[C@H](C)O,nt,nt,-1.2,2,-342,nt,-88,nt
CN1CCc2nc(NC(=O)c3cccc(OC(F)F)c3)sc2C1,-2,1,1.6,-10,-359,-7,-25,6
COCCSc1ccccc1C(=O)NCC1CCCO1 (configuration not stated),2,1,0.1,24,6,-4,1,-15
CC(=O)Nc1ccc(NC(=O)c2ccc(NS(=O)(=O)c3cccc4cccnc34)cc2)cc1,19*,0.98,-0.1,2,21,3,-5,-3
COc1ccc(C(=O)N/N=C/c2cn[nH]c2-c2ccc(OC)cc2OC)cc1,-5,1.1,0.5,15,-32,-3,2,5
CC1(C)Cn2c(nnc2-c2ccccc2)S1,1,1,0.4,-15,13,-2,2,-3
O=C(OCc1ccc([N+](=O)[O-])cc1)C1CCN(S(=O)(=O)c2ccccc2)CC1,1,0.93,0.2,-5,11,-5,1,1
Cc1ccc(Nc2nc(-c3ccc(S(=O)(=O)N4CCOCC4)cc3)cs2)cc1,6,0.95,-0.7,59,-324,9,11,5
C=C(C)COc1ccc(-c2[nH]ncc2-c2ccc(Br)cc2)c(O)c1,30*,1.2,10,-14,1,22,-1,0
O=C(CSc1cccs1)NCCc1ccccc1,-11,0.97,-2.1,0,-12,-6,0,-2
O=C(Nc1ccc2c(c1)OCO2)O[C@@H]1C[C@H]2CCC(=O)N3CC[C@@H](C1)[C@@H]23,-4,1,-1.4,15,6,-3,1,-13
CCOC(=O)C1CCN(C2=C(NS(=O)(=O)c3ccc(Cl)cc3)C(=O)c3ccccc3C2=O)CC1,-3,0.89,7.0,11,49*,-2,2,22
Cc1ccc(OCCCC(=O)Nc2ccc(S(N)(=O)=O)cc2)cc1,-7,1,-0.1,25,18,-10,4,-4
CC(C)[C@H](NC(=O)[C@@H]1CSCN1C(=O)OC(C)(C)C)C(=O)NCC1CCC(C(=O)O)CC1 (some centres not stated),0,1.1,-1.6,11,15,-7,0,-10
Cc1ccc(C(=O)N2CCCCCC2)cc1Br,-2,0.91,-1.5,-8,5,10,1,-9

# Next section; the last 4 above are carried over.
SMILES,NR3A LBD binder,hIAP activ,MPTP block,PfGluPho inh,SENP8 inh,ATG4B inh,SENP1 FRET inh,SENP6 inh
CCOC(=O)C1CCN(C2=C(NS(=O)(=O)c3ccc(Cl)cc3)C(=O)c3ccccc3C2=O)CC1,-3,0.89,7.0,11,49*,-2,2,22
Cc1ccc(OCCCC(=O)Nc2ccc(S(N)(=O)=O)cc2)cc1,-7,1,-0.1,25,18,-10,4,-4
CC(C)[C@H](NC(=O)[C@@H]1CSCN1C(=O)OC(C)(C)C)C(=O)NCC1CCC(C(=O)O)CC1 (some centres not stated),0,1.1,-1.6,11,15,-7,0,-10
Cc1ccc(C(=O)N2CCCCCC2)cc1Br,-2,0.91,-1.5,-8,5,10,1,-9
Cc1ccccc1OCc1nnc(SCC(=O)Nc2ccc3c(c2)oc2ccccc23)n1C,-1,0.94,1.8,-8,0,-4,-1,11
CCOc1ccccc1NC1=NC2CS(=O)(=O)CC2S1 (configuration not stated),1,1.1,1.4,4,9,-4,3,9
Cc1nn(Cc2cccc3ccccc23)c(C)c1NC(=O)c1cccnc1,0,1.1,-0.8,0,18,-7,0,-11
Cc1noc(C)c1C(=O)NCC1COc2ccccc2O1 (configuration not stated),1,0.94,1.6,4,10,6,-1,-8
CCOC(=O)Cc1n[nH]c(=O)c2ccccc12,1,1,-0.5,-4,4,-9,0,-5
O=C(c1ccc(Cl)cc1)N1CCC(O)(CSc2ccccc2)CC1,4,0.97,-2.3,5,24,0,-1,-17
CC(=O)NC1Sc2ccccc2N=C1c1ccccc1 (configuration not stated),1,0.89,-1.1,63*,-70,6,2,89*
Cn1ccnc1CN1CCCCC1C(=O)Nc1ccc(Oc2cccnc2)cc1 (configuration not stated),1,1.1,0.6,27,4,2,2,-8
COc1ccc(C(=O)N2c3ccccc3C=CC2C#N)cc1 (configuration not stated),-2,1.1,2.8,-3,0,-6,-16,-2
COc1ccc(CNc2ncnc3sccc23)cc1OC,0,1.1,7.9,9,-25,-13,-69,-27
CC1CC(C)CN(S(=O)(=O)c2ccc(C(=O)Nc3nnc(-c4cccs4)o3)cc2)C1 (configuration not stated),2,1.5,-25,-39,-3,2,4,-27
Cc1c(NC(=O)c2cccc(NC(=O)C(C)Oc3ccccc3)c2)c(=O)n(-c2ccccc2)n1C (configuration not stated),nt,nt,0.9,-5,-15,nt,-12,nt
CC(C)(C)c1cc(Br)ccc1OCC(=O)Nc1ncn[nH]1,-1,2,1.1,-6,27,0,-1,-3
CCCCCc1nc2c(C#N)c(-c3ccc(Cl)cc3)ccn2n1,3,0.99,0.2,0,-241,3,3,-4
COC(=O)N/N=C/c1ccccc1OCc1ccccc1,-3,0.87,-0.6,15,11,2,-1,-4
Cc1sc(NC(=O)c2cccs2)c(C(=O)OC(C)C)c1C,0,0.99,3.7,12,-283,-8,0,16
CCOC(=O)c1cccc(NS(=O)(=O)c2c(C(=O)N3CCCCCC3)c(C)n(C)c2C)c1,-2,1.2,0.6,3,10,-8,-1,14
COc1ccc2[nH]c(=O)c(CN(CC3CCCO3)C(=O)Nc3ccc(F)cc3)cc2c1 (configuration not stated),-1,nt,-3.7,0,-333,-5,-1,nt
O=C(O)c1ccccc1C(=O)NC1CCCCNC1=O (configuration not stated),0,1,0.4,15,21,6,4,5
CCOC(=O)N1CCN(C(=S)NC(=O)c2nn(C)cc2Br)CC1,2,1,0.0,9,6,8,-1,11
COCCN1Cc2cccc(C(=O)Nc3ccc(S(=O)(=O)N4CCOCC4)cc3)c2C1=O,1,1,0.0,-3,-7,-3,4,0
c1coc(CN(Cc2cccs2)Cc2nnnn2C2CCCCC2)c1,-1,0.83,1.4,-12,10,12,-1,-27
COc1ccc(CC(=O)OCC(=O)Nc2ncc(Cl)c(C)c2Cl)cc1,-1,0.91,-0.5,7,1,0,-5,-11
C=CCNC(=O)c1ccc2c3n(nc2c1)-c1ccc(Cl)cc1CO3,-3,1,-0.6,6,-84,-10,-6,31
O=C(CCCCn1c(=O)[nH]c2ccccc2c1=O)NCc1ccc2c(c1)OCO2,0,1,-2.2,2,10,7,2,0
Cn1ncc(Br)c1C(=O)N/N=C/c1ccc(OS(=O)(=O)c2ccccc2)cc1,-11,1,2.4,13,12,-13,0,-9
C[C@H](NC(=O)c1nc[nH]c1C(=O)N1CCc2ccccc2C1)c1ccccc1,1,1.2,0.3,0,-33,-2,-23,1
CCN(CC)c1ccc2cc(S(=O)(=O)c3ccc(Cl)cc3)c(=O)oc2c1,-4,1,1.2,12,-430,-9,-51,6
Cc1cc(=O)oc2cc3oc(=O)cc(C)c3cc12,0,1,-0.4,-16,-130,3,1,-15
NS(=O)(=O)c1cccc(C(=O)N2CCCc3ccccc32)c1,nt,nt,0.6,-12,27,nt,3,nt
Cc1cc(C)c2cc(C(=O)N3CCC(C(=O)c4ccc(F)cc4)CC3)[nH]c2c1,0,1,6.7,18,-92,13,-29,-11
Cc1cccc(Cn2cnc3c(NS(C)(=O)=O)c(C)c(C)cc32)c1,-1,0.98,0.3,-5,26,-3,1,10
CCCC(=O)N1c2ccccc2C(N(C(C)=O)c2ccccc2)CC1C (configuration not stated),-1,0.85,-0.2,2,27,7,4,1
CC1(C)CC(=O)C(C=NCCCn2ccnc2)=C(O)C1,0,1,-1.3,3,15,-7,2,5
COc1ccc(S(=O)(=O)N(C)c2ccc(C(=O)NCc3ccccn3)cc2)cc1,-1,1.4,-1.5,2,18,2,0,-13
O=C(Nc1ccc(Oc2ncccn2)cc1)c1ccco1,0,0.94,1.3,2,7,-7,-2,-8
COC(=O)[C@@]1(Cc2ccc(OC)cc2)[C@H]2c3cc(C(=O)N4CCCC4)n(CCn4cc([N+](=O)[O-])nc4C)c3C[C@H]2CN1C(=O)c1ccccc1,-2,1,1.3,8,10,-4,2,-22
CC1CCc2[nH]c3ccc(C(=O)N(C)CC(=O)Nc4ccc(F)cc4)cc3c2C1 (configuration not stated),2,1.1,0.4,-1,9,-12,-11,-10
Cc1ccc(-n2c(=O)c3ccccc3n(CC(=O)NCc3ccco3)c2=O)cc1,-1,1.1,0.1,-13,25,12,1,9
Cc1ccc(NC(=O)NCCN2CCN(c3ccccc3)CC2)cc1Cl,-1,1.1,5.5,13,17,-16,2,-7
CC(OC(=O)C1CC1C)C(=O)Nc1ncc(Cl)cc1Cl (configuration not stated),3,1,-1.7,1,3,-1,3,-7
Cc1ccc(C(=O)N2CCN(c3nc4ccccc4n3C)CC2)cc1,-1,1.1,-0.1,-4,8,-1,2,11
CSc1nsc(NC(=O)OCc2ccc(Cl)cc2)n1,-5,1.1,3.6,-4,6,9,0,30
CCCCNc1c(-c2ccc(Sc3ccc(OC)cc3)cc2)nc2cc(C)ccn12,-34,0.9,60*,46,-480,8,-19,-7
Cc1cc(NS(=O)(=O)c2ccc(NC(=O)C(C)Oc3cc(C)c(Cl)c(C)c3)cc2)no1 (configuration not stated),-4,1,-1.1,-8,15,5,1,8
CC(C)CNC(=O)c1c(F)c(F)c(F)c(F)c1F,1,0.79,-2.5,-3,6,11,1,-3
CN(C)c1ccc(C(CNS(=O)(=O)c2ccc(F)c(F)c2)c2c[nH]c3ccccc23)cc1 (configuration not stated),23*,0.84,5.9,24,25,18,1,-2
CCOc1ccc(CC(=O)Nc2ccc(S(=O)(=O)Nc3cc(C)on3)cc2)cc1OCC,-1,0.84,3.1,-8,9,-10,3,-2
CS(=O)(=O)c1ccc([C@@H](O)[C@@H](CF)NC(=O)C(Cl)Cl)cc1,-1,1.2,1.2,-2,1,-5,0,0
Cn1c(=O)c(=O)n(C)c2cc(N3CCOCC3)c(NS(=O)(=O)c3ccc(F)c(Cl)c3)cc21,2,0.98,1.1,6,-18,-4,2,14
C[C@@H](O)CNC(=O)c1[nH]cnc1C(=O)N[C@H](C)c1ccccc1,nt,nt,-2.6,4,5,nt,1,nt
CCOc1ccc(Oc2ccc(-c3nnc(-c4ccccc4)o3)cc2[N+](=O)[O-])cc1,1,0.86,0.5,-2,12,-7,1,9
CCCCn1c(CCC(=O)O)nc2cc(S(=O)(=O)N(CC)CC)ccc21,-1,1,0.8,6,-22,-7,-10,-18
Cc1ccsc1C(=O)OCc1cc(=O)n2ccsc2n1,0,0.95,-0.6,12,-63,-1,1,53*
Cc1onc(C(=O)N2CCOCC2)c1[N+](=O)[O-],-1,0.93,1.0,6,-6,-12,2,-3
FC(F)(F)c1cccc(CON=C2CCN(c3ncc(C(F)(F)F)cc3Cl)CC2)c1,0,1.3,0.5,17,8,3,-2,-1
O=C(Nc1ccccc1Cl)c1cc(S(=O)(=O)N2CCCC(C(=O)O)C2)ccc1F (configuration not stated),-2,0.91,-1.4,1,14,10,2,-9
O=C(Cn1nnc(-c2ccccc2F)n1)OCC(=O)c1ccccc1,1,1.2,1.4,-9,2,-1,4,-10
COCCN(C(=O)CSc1nc2ccccc2c(=O)n1CC(C)C)c1c(N)n(Cc2ccccc2)c(=O)[nH]c1=O,-3,1.1,-2.7,4,5,-12,2,12

# Screening data from PubChem BioAssay.
